BioA inh = BioA (M. tuberculosis) enzyme inhibition. purified M. tuberculosis BioA enzyme, plate reader. inhibition, % at 9.99 µM. 360,000 compounds, 0.096% hits; in the data active = inhibition above about 40%
Active calls of the source: *. This is a subset; the hit share may differ from the screen's.

Compound | BioA inh
OC[C@@H]1[C@@H](c2ccc(-c3ccccc3F)cc2)[C@H]2CN(Cc3ccncc3)CCCCN12 | -2.5
O=C(NCc1ccc(F)cc1)[C@@H]1[C@@H](CO)[C@@H]2Cn3c(cccc3=O)[C@@H]2N1CCC(F)(F)F | 0.8
C[C@H](NC(=O)C[C@@H]1CC[C@H]2[C@@H](COC[C@H](O)CN2C)O1)c1ccccc1 | -0.4
CO[C@@H]1CN(C)C(=O)c2cc(NC(C)=O)ccc2OC[C@@H](C)N(S(=O)(=O)c2cn(C)cn2)C[C@H]1C | -0.1
CC(C)NC(=O)N(C)C[C@H]1OCCCC[C@@H](C)Oc2ccc(NS(=O)(=O)c3ccc(Cl)cc3)cc2C(=O)N([C@H](C)CO)C[C@H]1C | 1.4
CCCN(C)C[C@H]1Oc2ncc(-c3cccnc3)cc2C(=O)N([C@H](C)CO)C[C@@H]1C | -1.0
COCC#Cc1cnc2c(c1)C(=O)N([C@H](C)CO)C[C@@H](C)[C@@H](CN(C)S(=O)(=O)c1cccc(OC)c1)O2 | -3.2
CCS(=O)(=O)Nc1ccc2c(c1)C(=O)N(C)C[C@@H](OC)[C@H](C)CN(CCC(F)(F)F)[C@H](C)CO2 | -5.9
C[C@H]1CN([C@@H](C)CO)C(=O)c2cc(C#Cc3ccccc3F)cnc2O[C@@H]1CN(C)C(=O)Cc1ccccc1 | 0.3
CCC(=O)N1[C@H](CO)[C@H](c2ccc(-c3cccc(F)c3)cc2)[C@@H]1CNC(C)=O | 9.6
CCNC(=O)Nc1ccc2c(c1)C(=O)N(C)[C@H]1CC[C@H](CC(=O)NCCN3CCCC3)O[C@@H]1CO2 | -2.0
C[C@@H]1CN([C@@H](C)CO)C(=O)c2cc(NC(=O)C3CCCCC3)ccc2O[C@@H](C)CCCCO[C@@H]1CN(C)S(=O)(=O)c1ccc(F)cc1 | -1.7
O=C(C1CCCC1)N1C[C@@H]2[C@H](c3ccccc31)[C@H](CO)N2C(=O)c1cccnc1 | 0.9
C[C@H]1CCCCO[C@H](CN(C)S(=O)(=O)c2ccc(Cl)cc2)[C@@H](C)CN([C@@H](C)CO)C(=O)c2cc(NC(=O)NC3CCCCC3)ccc2O1 | -1.4
C[C@@H]1CN([C@@H](C)CO)C(=O)c2cc(NC(=O)Nc3ccc(F)cc3)ccc2O[C@@H](C)CCCCO[C@@H]1CN(C)S(=O)(=O)c1ccc(Cl)cc1 | -2.4
COc1cccc(NC(=O)N[C@@H]2CC[C@H](CC(=O)Nc3ccc(-c4ccccc4)cc3)O[C@H]2CO)c1 | -2.2
CN1C(=O)c2cc(NC(=O)Cc3cccs3)ccc2OC[C@H]2O[C@@H](CC(=O)NCC3CCCCC3)CC[C@H]21 | -1.3
CCNC(=O)[C@H]1[C@H](CO)[C@H]2Cn3c(ccc(C4=CCCCC4)c3=O)[C@H]2N1CC1CC1 | 0.3
C[C@@H]1CN([C@H](C)CO)C(=O)c2c(c3ccccc3n2C)-c2ccccc2CO[C@@H]1CN(C)S(=O)(=O)c1ccccc1C#N | 0.2
CC(C)(C)[S@@](=O)N1Cc2cc(C(=O)NCc3ccccc3F)nc(-c3cccc(-c4cncnc4)c3)c2[C@H]1CCO | 0.5

A portion from the list above, for reference:
Compound | BioA inh
C[C@@H]1CN([C@@H](C)CO)C(=O)c2cc(NC(=O)C3CCCCC3)ccc2O[C@@H](C)CCCCO[C@@H]1CN(C)S(=O)(=O)c1ccc(F)cc1 | -1.7
O=C(C1CCCC1)N1C[C@@H]2[C@H](c3ccccc31)[C@H](CO)N2C(=O)c1cccnc1 | 0.9
C[C@H]1CCCCO[C@H](CN(C)S(=O)(=O)c2ccc(Cl)cc2)[C@@H](C)CN([C@@H](C)CO)C(=O)c2cc(NC(=O)NC3CCCCC3)ccc2O1 | -1.4
C[C@@H]1CN([C@@H](C)CO)C(=O)c2cc(NC(=O)Nc3ccc(F)cc3)ccc2O[C@@H](C)CCCCO[C@@H]1CN(C)S(=O)(=O)c1ccc(Cl)cc1 | -2.4
COc1cccc(NC(=O)N[C@@H]2CC[C@H](CC(=O)Nc3ccc(-c4ccccc4)cc3)O[C@H]2CO)c1 | -2.2
CN1C(=O)c2cc(NC(=O)Cc3cccs3)ccc2OC[C@H]2O[C@@H](CC(=O)NCC3CCCCC3)CC[C@H]21 | -1.3
CCNC(=O)[C@H]1[C@H](CO)[C@H]2Cn3c(ccc(C4=CCCCC4)c3=O)[C@H]2N1CC1CC1 | 0.3
C[C@@H]1CN([C@H](C)CO)C(=O)c2c(c3ccccc3n2C)-c2ccccc2CO[C@@H]1CN(C)S(=O)(=O)c1ccccc1C#N | 0.2
CC(C)(C)[S@@](=O)N1Cc2cc(C(=O)NCc3ccccc3F)nc(-c3cccc(-c4cncnc4)c3)c2[C@H]1CCO | 0.5

(further entries)
Compound | BioA inh
CN1CCN(C(=O)C[C@H]2CC[C@H]3[C@@H](COC[C@@H](O)CN3C(=O)C3CCOCC3)O2)CC1 | -0.3
CC(C)NC(=O)Nc1cccc2c1O[C@H](CN(C)S(=O)(=O)c1cccs1)[C@H](C)CN([C@@H](C)CO)C2=O | -0.9
C[C@@H]1CN([C@H](C)CO)S(=O)(=O)c2ccc(C#Cc3cccnc3)cc2O[C@H]1CN(C)C | 3.9
C[C@H](CO)N1C[C@H](C)[C@@H](CN(C)C(=O)Cc2ccncc2)Oc2ncc(C#CC3(O)CCCC3)cc2C1=O | 3.6
COc1ccc(NC(=O)N(C)C[C@@H]2OCCCC[C@H](C)Oc3ccc(NS(=O)(=O)c4ccc(C)cc4)cc3C(=O)N([C@H](C)CO)C[C@@H]2C)cc1 | -1.3
CCC(=O)Nc1ccc2c(c1)OC[C@@H](C)N(Cc1nccs1)C[C@H](C)[C@@H](OC)CN(C)C2=O | 2.5
O=C(C[C@@H]1CC[C@@H]2[C@H](COC[C@@H](O)CN2Cc2ccc(F)cc2)O1)N1CCc2ccccc2C1 | 1.3
C[C@@H]1CCCCO[C@@H](CN(C)S(=O)(=O)c2cccs2)[C@@H](C)CN([C@H](C)CO)C(=O)c2cc(NC(=O)Nc3ccc(F)cc3)ccc2O1 | -2.0
COc1ccc(S(=O)(=O)Nc2ccc3c(c2)C(=O)N([C@@H](C)CO)C[C@@H](C)[C@H](CN(C)C(=O)C2CCCCC2)OCCCC[C@@H](C)O3)cc1 | 1.3
C[C@@H]1CN([C@@H](C)CO)C(=O)c2cc(C#CC3CC3)cnc2O[C@H]1CN(C)Cc1ccncc1 | 1.7
Cc1ccc(S(=O)(=O)N2C[C@H](O)COC[C@@H]3O[C@H](CC(=O)NCc4ccc5c(c4)OCO5)CC[C@H]32)cc1 | 0.6
C[C@H](CO)N1C[C@H](C)[C@H](CN(C)C(=O)Nc2ccccc2)Oc2c(NC(=O)c3nc4ccccc4s3)cccc2C1=O | 1.9
C[C@@H]1CN([C@H](C)CO)C(=O)Cc2cc(NC(=O)Cc3cn(C)c4ccccc34)ccc2O[C@H]1CN(C)CC1CC1 | -2.4
C[C@H](CO)N1C[C@H](C)[C@@H](CN(C)Cc2ccccc2C(=O)O)Oc2cc(-c3ccccc3)ccc2S1(=O)=O | 0.0
C[C@@H]1CCCCO[C@@H](CN(C)Cc2ccc(C(=O)O)cc2)[C@H](C)CN([C@@H](C)CO)C(=O)c2cc(NS(C)(=O)=O)ccc2O1 | 0.6
O=C(C[C@H]1C=C[C@@H](NC(=O)c2cccnc2)[C@@H](CO)O1)NCc1ccc(Cl)c(Cl)c1 | -1.8
CN1c2ccc(-c3ccc(C#N)cc3)cc2[C@@H]2[C@@H](CCN2C(=O)c2cccc(F)c2)[C@H]1CO | 33
O=C(C[C@H]1CC[C@@H]2[C@H](COC[C@@H](O)CN2S(=O)(=O)c2ccccc2)O1)NCC1CCCCC1 | 1.4
C[C@H](CO)N1C[C@H](C)[C@@H](CN(C)S(=O)(=O)c2cccs2)OCCCC[C@H](C)Oc2ccc(NC(=O)Nc3ccccc3)cc2C1=O | -0.2
Cc1ccc(S(=O)(=O)Nc2cccc3c2O[C@H](CN(C)C)[C@H](C)CN([C@H](C)CO)C3=O)cc1 | 3.5
C[C@H]1CN([C@@H](C)CO)S(=O)(=O)c2ccc(C#Cc3ccncc3)cc2O[C@@H]1CN(C)C | 0.7
COc1ccc(NC(=O)N(C)C[C@@H]2Oc3c(NS(=O)(=O)c4ccc(F)cc4)cccc3C(=O)N([C@@H](C)CO)C[C@H]2C)cc1 | 3.4
CC(C)C(=O)Nc1ccc2c(c1)C(=O)N(C)[C@@H]1CC[C@@H](CC(=O)NCC3CC3)O[C@@H]1CO2 | 4.8
C[C@@H]1CCCCO[C@@H](CN(C)C(=O)CCC(F)(F)F)[C@@H](C)CN([C@@H](C)CO)C(=O)c2cc(NS(=O)(=O)c3ccc(F)cc3)ccc2O1 | 3.2
Cc1noc(C)c1NC(=O)Nc1ccc2c(c1)C(=O)N([C@H](C)CO)C[C@@H](C)[C@@H](CN(C)Cc1ccncc1)OCCCC[C@H](C)O2 | -0.5
C[C@@H]1CN([C@H](C)CO)C(=O)c2cccc(NC(=O)c3ccc(-c4nccs4)cc3)c2O[C@H]1CN(C)C(=O)Nc1ccc(C(F)(F)F)cc1 | -0.5
C[C@@H]1CN([C@@H](C)CO)C(=O)c2cccc(NC(=O)Nc3ccccc3)c2O[C@@H]1CN(C)S(=O)(=O)c1ccc(F)cc1 | 0.6
O=C(Nc1ccc(F)cc1)N1C[C@H]2[C@@H](c3ccccc31)[C@@H](CO)N2C(=O)c1ccccn1 | -2.5
CCCN1[C@H](C(=O)OC)[C@@H](CO)[C@@H]2Cn3c(ccc(C4=CCCCC4)c3=O)[C@@H]21 | -1.0
COCC(=O)N[C@@H]1CC[C@@H](CC(=O)N2CCCCC2)O[C@@H]1CO | -2.8
C[C@@H]1CN([C@H](C)CO)S(=O)(=O)c2ccc(-c3cncnc3)cc2O[C@@H]1CN(C)C(=O)C1CCCCC1 | -2.2
COCCNC(=O)C[C@H]1CC[C@H]2[C@H](COc3ccc(NC(C)=O)cc3C(=O)N2C)O1 | -3.7
CCC(=O)N(C)C[C@@H]1Oc2cc(C#CCC(C)C)ccc2S(=O)(=O)N([C@@H](C)CO)C[C@@H]1C | 2.1
Cc1ccc(S(=O)(=O)Nc2ccc3c(c2)C(=O)N([C@@H](C)CO)C[C@@H](C)[C@@H](CN(C)C(=O)Nc2ccc(F)cc2)O3)cc1 | -0.6
CCC(=O)Nc1ccc2c(c1)C(=O)N(C)C[C@@H](OC)[C@@H](C)CN(Cc1ccccc1C(=O)O)[C@H](C)CO2 | 0.8
C[C@@H]1CN([C@H](C)CO)C(=O)Cc2cc(NC(=O)Nc3ccc(F)cc3)ccc2O[C@H]1CN(C)C | -0.8
C[C@@H]1CCCCO[C@H](CN(C)Cc2ccncc2)[C@@H](C)CN([C@H](C)CO)C(=O)c2cc(N(C)C)ccc2O1 | 0.6
C[C@H]1CN([C@@H](C)CO)C(=O)c2cccc(NC(=O)c3ccncc3)c2O[C@@H]1CN(C)C(=O)Nc1ccccc1 | -0.3
CNC[C@H]1Oc2cc(C#CCC(C)C)ccc2S(=O)(=O)N([C@@H](C)CO)C[C@@H]1C | -1.6
O=C(C[C@H]1C[C@@H]2c3cc(NC(=O)Cc4ccncc4)ccc3O[C@@H]2[C@@H](CO)O1)NCc1ccc2c(c1)OCO2 | -1.8
Cc1noc(C)c1S(=O)(=O)Nc1ccc2c(c1)C(=O)N([C@@H](C)CO)C[C@@H](C)[C@@H](CN(C)C(=O)Nc1ccc3c(c1)OCO3)O2 | 2.1
C[C@@H]1CN([C@H](C)CO)C(=O)c2cc(C#Cc3ccccc3)cnc2O[C@H]1CN(C)C(=O)C1CC1 | -0.3
CC(C)NC(=O)N(C)C[C@H]1Oc2c(NC(=O)Nc3ccccc3)cccc2C(=O)N([C@H](C)CO)C[C@H]1C | 2.7
O=C(C[C@H]1C[C@@H]2c3cc(NC(=O)C4CCC4)ccc3O[C@@H]2[C@@H](CO)O1)NC1CCCCC1 | -1.8
C[C@@H]1CN([C@H](C)CO)C(=O)c2cc(NS(=O)(=O)c3ccc(Cl)cc3)ccc2O[C@@H](C)CCCCO[C@H]1CN(C)C(=O)C1CCCCC1 | 1.3
O=C(NC1CCCCC1)N[C@@H]1CC[C@H](CCNS(=O)(=O)c2ccc(Cl)cc2)O[C@H]1CO | -2.3
O=S(=O)(c1ccccc1)N1C[C@H]2[C@@H](c3ccccc31)[C@H](CO)N2Cc1ccc(F)cc1 | -2.6
C[C@@H]1CCCCO[C@H](CN(C)S(=O)(=O)c2cccs2)[C@H](C)CN([C@H](C)CO)C(=O)c2cc(NC(=O)NC3CCCCC3)ccc2O1 | -1.2
CNC[C@@H]1Oc2cc(C#Cc3ccc(F)cc3)ccc2S(=O)(=O)N([C@H](C)CO)C[C@H]1C | -2.1
O=C(C[C@H]1CC[C@@H](NC(=O)C2CC2)[C@@H](CO)O1)NCCCN1CCOCC1 | -0.2
O=C(C[C@@H]1C[C@@H]2c3cc(NC(=O)Nc4ccccc4F)ccc3O[C@@H]2[C@H](CO)O1)NC1CCCC1 | -2.0
CC(C)C#Cc1cnc2c(c1)C(=O)N([C@@H](C)CO)C[C@H](C)[C@@H](CN(C)Cc1ccccc1F)O2 | 2.7
O=C(NC1CCCC1)N1CCCCN2[C@H](CO)[C@H](c3ccc(-c4ccncc4)cc3)[C@H]2C1 | 1.9
C[C@H]1CN([C@@H](C)CO)S(=O)(=O)c2ccc(C#CCN(C)C)cc2O[C@H]1CN(C)Cc1cccnc1 | -0.4
C[C@H](O)C#Cc1ccc2c(c1)O[C@@H](CN(C)Cc1cncnc1)[C@H](C)CN([C@@H](C)CO)S2(=O)=O | 8.1
COc1ccc(C#Cc2ccc3c(c2)[C@@H]2[C@@H](CCN2C(C)=O)[C@@H](CO)N3)cc1 | -1.1
CCCN1C[C@H](C)[C@@H](OC)CN(C)C(=O)c2ccc(NC(=O)c3ccccc3)cc2OC[C@H]1C | 1.2
C[C@@H]1CCCCO[C@@H](CN(C)Cc2ccc(Cl)c(Cl)c2)[C@H](C)CN([C@H](C)CO)C(=O)c2cc(NC(=O)NC3CCCCC3)ccc2O1 | -2.5
COCC(=O)N1C[C@H](C)[C@H](OC)CN(C)C(=O)c2cc(NC(=O)C3CCC3)ccc2OC[C@H]1C | -0.3
CO[C@@H]1CN(C)C(=O)c2cc(NS(=O)(=O)c3ccccc3)ccc2OC[C@H](C)N(C)C[C@@H]1C | -1.1

Compound activity as filed in PubChem BioAssay.
